Screening data: PubChem, Sanford-Burnham Center for Chemical Genomics
tim10-1 inh = tim10-1 yeast growth inhibition; AID 463190; inhibition, % at 20 µM; 330,000 tested, 2.2% active; S. cerevisiae tim10-1 ts strain growth, BacTiter-Glo, 24 h;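 active = inhibition of at least 40%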;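 note: mutant grown at 25 °C; 0% = DMSO wells with yeast and 100% = wells holding no yeast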
XBP1 UPR activ = adaptive UPR (XBP1) activation; activation, % at 20 µM; CHO-XBP1 luciferase reporter, IRE1-XBP1 UPR activation, luminescence; percent of tunicamycin response, DMSO as zero; 330,000 tested, 0.33% active;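 active = versus positive control, 20 µM dose yields 30% or more activation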;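 note: 100% = tunicamycin at 10 µg/mL and 0% = DMSO only wells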
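Material: CHO cell line with stable XBP1 luciferase reporter; buffer or medium: F12 medium containing 10% fetal bovine serum; compound: single point, 20 µM final compound, 1% DMSO; incubation: 6 h treatment, 37 °C; measured by: glow luminescence from Steady-Glo reagent; evaluation: activation, % of tunicamycin; control set: tunicamycin high, DMSO low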
NLRP3 yeast inh = inhibitors of NALP3 inflammasome in yeast. Yeast reconstituted NLRP3/ASC/caspase-1, beta-gal luminescence, 24 h. inhibition, % at 10 µM. 330,000 tested, 0.39% active;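 active = inhibition of 50% or more; inactive = inhibition below 50%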;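 note: plate controls were induced DMSO wells for no effect and uninduced yeast grown without galactose for full effect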
TIM10 inh = TIM10 yeast growth inhibition; AID 463195; inhibition, % at 10 µM; 330,000 tested, 1.4% active; S. cerevisiae TIM10 strain growth, BacTiter-Glo luminescence, 24 h;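 active = inhibition of 40% or more at the single tested concentration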;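 note: wild-type TIM10 isogenic control strain grown at permissive 25 °C; 0% = DMSO yeast wells and 100% = minimal medium wells without yeast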
tim23-1 inh = growth inhibitors of tim23-1 mutant yeast | S. cerevisiae tim23-1 growth, BacTiter-Glo luminescence, 24 h | inhibition, % at 20 µM | 330,000 tested, 1.3% active;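 active = growth inhibition of the mutant yeast at or above 50%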;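 note: temperature-sensitive mutant grown at 25 °C; plate controls were DMSO-treated mutant yeast for no effect and medium wells lacking yeast for full effect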
APJ ag = APJ receptor agonism | P35414 | CHO-K1 APJ PathHunter beta-arrestin, luminescence; 0% DMSO wells, 100% apelin | activation, % at 20 µM | 330,000 tested, 0.11% active | AID 2520;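 active = activation more than six SD over the plate average, tested at 20 µM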;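 note: 0% = DMSO alone and 100% = apelin-13 at 10 nM; some results filed as inactive read as strong as hits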
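system = engineered CHO-K1 APJ arrestin reporter cells | input = 1000 cells per well | timing = overnight seeding, 90 min compound at 25 °C, 1 h detection | measured by = enzyme-fragment complementation luminescence | read-out = beta-arrestin recruitment to APJ as agonist activity, luminescent signal | control set = negative DMSO alone, positive Apelin-13 at 10 nM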
GRIN3A LBD mod = NR3A (human) ligand-binding domain modulation | AID 1259313 | 340,000 tested, 2.5% active | Tm shift relative to glycine control, % at 25 µM | NR3A LBD differential scanning fluorimetry, Tm shift; 0% = protein alone, 100% = glycine-bound protein;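 active = melting temperature shift of at least 10% of the positive control shift, at one fixed dose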
CHOP UPR activ = activators of apoptotic arm of unfolded protein response (CHOP). 330,000 tested, 0.34% active. AID 449763. activation, % at 10 µM. CHO-CHOP luciferase reporter, UPR activation, luminescence; percent of tunicamycin response over DMSO baseline;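 active = at 10 µM dose, activation of 40% or more, normalized to positive control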;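 note: 100% = tunicamycin at 10 µg/mL and 0% = DMSO alone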
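System: CHO-CHOP luciferase reporter cell line | Buffer or medium: F12 medium containing 10% fetal bovine serum | Doses: One dose, 10 µM in 0.5% DMSO | Times: 6 h compound exposure at 37 °C after overnight seeding | Signal: Luciferase luminescence | Read-out: % activation vs tunicamycin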
Mdm2 MdmX PPI = disrupts the human Mdm2-MdmX interaction; O15151+Q00987; SaOS-2 split-luciferase Mdm2/MdmX complementation, luminescence; inhibition, % at 8 µM; 330,000 tested, 3% active; AID 485346;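 active = inhibition of at least 50% at 8 µM in the primary screen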
Target sequence (O15151 whole entry, looked up): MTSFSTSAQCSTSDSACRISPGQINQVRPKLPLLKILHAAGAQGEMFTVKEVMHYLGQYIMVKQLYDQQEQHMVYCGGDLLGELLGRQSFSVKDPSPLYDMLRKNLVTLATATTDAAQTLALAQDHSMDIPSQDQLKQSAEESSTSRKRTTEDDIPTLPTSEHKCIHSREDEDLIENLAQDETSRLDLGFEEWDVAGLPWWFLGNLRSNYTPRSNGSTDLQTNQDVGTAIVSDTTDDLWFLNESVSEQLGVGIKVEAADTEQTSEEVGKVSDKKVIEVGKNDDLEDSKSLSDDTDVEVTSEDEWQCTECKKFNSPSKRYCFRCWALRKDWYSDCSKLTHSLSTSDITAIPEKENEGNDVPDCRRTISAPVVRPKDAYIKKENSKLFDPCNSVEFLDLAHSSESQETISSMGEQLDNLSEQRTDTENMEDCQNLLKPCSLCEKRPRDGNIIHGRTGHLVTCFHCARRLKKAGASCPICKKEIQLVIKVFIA
Target sequence (Q00987 whole entry, looked up): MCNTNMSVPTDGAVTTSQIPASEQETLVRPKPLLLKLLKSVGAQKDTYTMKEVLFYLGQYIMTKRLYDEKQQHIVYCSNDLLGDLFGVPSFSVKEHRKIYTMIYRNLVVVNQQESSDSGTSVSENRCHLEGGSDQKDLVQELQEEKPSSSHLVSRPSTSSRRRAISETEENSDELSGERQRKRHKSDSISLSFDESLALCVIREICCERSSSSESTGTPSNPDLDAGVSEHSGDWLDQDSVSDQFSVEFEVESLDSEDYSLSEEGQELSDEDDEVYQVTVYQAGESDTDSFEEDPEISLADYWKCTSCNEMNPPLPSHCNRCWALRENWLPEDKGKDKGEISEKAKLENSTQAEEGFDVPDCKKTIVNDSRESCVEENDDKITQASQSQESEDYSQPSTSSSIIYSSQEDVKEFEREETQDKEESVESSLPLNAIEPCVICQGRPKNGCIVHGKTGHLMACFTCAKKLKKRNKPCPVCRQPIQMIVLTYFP
The depositor's hits bear a star; . = not tested or not shown. Rows are unselected; any-hit rate near 8.2%.

SMILES	tim10-1 inh	XBP1 UPR activ	NLRP3 yeast inh	TIM10 inh	tim23-1 inh	APJ ag	GRIN3A LBD mod	CHOP UPR activ	Mdm2 MdmX PPI
COc1ccc(OC)c(NC(=O)c2cccc(C)c2[N+](=O)[O-])c1	35	0	23	24	16	-3	-1	1.1	-12
CCOC(=O)CC(=O)NC(CC(=O)OC)c1ccc(Br)cc1 (centres undefined)	4	-2	-4	6	6	-4	0	0.5	-1
O=C(CCc1ccccc1)Nc1ccc(NS(=O)(=O)c2ccccc2)cc1	-7	-7	7	12	5	-2	-24	0.6	-19
CCN(C(=O)Cn1c(=O)n(-c2cc(OC)c(OC)c(OC)c2)c(=O)c2ccccc21)c1cccc(C)c1	-3	1	-8	12	-4	-5	1	3.2	-10
Cc1cc(=O)[nH]c(N2CCc3ccccc3C2)n1	15	1	10	-12	-7	-4	0	-0.8	41
O=C(COC(=O)c1cc(S(=O)(=O)N2CCCC2)ccc1O)NCCc1ccccc1	0	0	9	0	7	-4	-2	-0.2	-10
COc1ccc(S(=O)(=O)N(CC(=O)NC2CC2)Cc2ccccc2)cc1	14	-7	24	-8	18	0	-1	0.9	-3
Cn1cccc1C(=O)OCc1ccc(F)cc1	-10	1	18	4	3	-1	-1	4.8	15
Nc1ncnc2nc(SCC(=O)N3CCN(c4ccccc4)CC3)[nH]c12	7	1	-13	1	15	1	0	-1.5	-20
O=[N+]([O-])c1cc(Br)cc(C=Nc2ccc3c(c2)OCO3)c1O	19	-2	36	4	32	2	6	0.1	14
CC(=O)C[C@H]1c2ccccc2S(=O)(=O)N1C1CCCCC1	18	0	20	6	17	10	-2	-1.0	17
N#CC1(c2ccccc2)CCC(=NO)CC1 (centres undefined)	0	-2	17	-4	14	-3	-3	1.8	33
O=C(CN(CC1CCCO1)C(=O)CCC(=O)Nc1nccs1)NCc1ccc2c(c1)OCO2 (centres undefined)	12	-2	3	8	12	-5	1	-0.2	8
CN(c1ccc(C(=O)Nc2ccc3c(c2)OCO3)cc1)S(C)(=O)=O	8	0	12	-9	20	-1	0	3.5	-18
O=C(CNC(=O)c1ccc(F)cc1)NCc1ccccn1	0	1	10	-4	-5	-2	-2	0.7	-1
CCN(CC(=O)Nc1ccccc1C(F)(F)F)C(=O)c1oc2c(Cl)cccc2c1C	14	0	25	-1	12	-4	-1	-0.6	9
CCOC(=O)c1c(N)sc(C(=O)N(C)C)c1C	-2	5	12	1	5	-3	11*	-0.9	17
O=C1C=C(c2ccc(F)cc2OCc2ccccc2)C[C@@H](c2ccc(F)cc2)C1	9	0	7	-15	16	1	3	5.7	13
O=C1CC(=C(c2ccccc2)c2ccccc2)C(=O)N1CCCCN1CCN(c2ccccc2)CC1	28	5	26	2	19	-1	-3	-3.0	32
O=C(Nc1ccc(S(=O)(=O)N2CCCCCC2)cc1)c1c(F)cccc1F	40	2	10	29	39	1	-11	1.7	25
O=C(NC(=S)NCCc1ccccn1)c1ccccc1	36	2	24	11	35	2	1	3.6	-29
CN(C(=O)Cn1nc(C(=O)O)c2ccccc2c1=O)c1ccccc1	-6	1	5	-1	4	-4	1	1.6	27
COc1cc(CNCCNC(=O)c2nonc2N)ccc1OCc1ccc(Cl)cc1	38	4	8	21	28	3	1	2.8	37
Cc1nc2nc(SCC(=O)NCCCN3CCCC(C)C3)nn2c(C)c1Cc1ccccc1Cl (centres undefined)	-3	-4	7	-6	-11	-4	-3	0.9	22
O=C(CSc1nc2scc(-c3ccco3)c2c(=O)n1-c1ccccc1)NCC1CCCO1 (centres undefined)	19	-1	5	10	8	0	4	3.5	3
COc1cccc(C(=O)Nc2ccccc2)c1	25	1	51*	44*	50*	2	26*	3.0	-16
O=C(O)CN1C(=O)NC2(CCc3ccccc32)C1=O (centres undefined)	5	-1	5	-9	1	-4	-1	-0.6	15
CN(Cc1cnccn1)Cc1nc(Cc2ccccc2F)no1	1	1	4	9	7	-3	-1	1.1	-18
COc1ccc([C@H]2CC(=O)C=C(c3cc(C=O)ccc3OC)C2)cc1	26	1	0	-4	31	-4	0	1.6	7
c1ccc(CCn2nnnc2C(c2cccs2)N2CCOCC2)cc1 (centres undefined)	27	-1	15	-5	17	-1	1	-1.6	3
COc1cc(NC(=O)COC(=O)[C@@H]2CCCN2S(=O)(=O)c2ccc(Cl)cc2)cc(OC)c1OC	25	-3	10	13	16	-1	11*	0.9	-15
N#C/C(=C(/O)CN1C(=O)c2ccccc2C1=O)c1nc2ccccc2[nH]1	-1	1	10	1	1	0	-18	-3.8	8
Cc1ccc(N2CCN(C(=O)N3CCCC3)CC2)cc1Cl	15	7	28	13	18	-4	0	1.8	18
O=C(O)Cn1c(COc2ccc(Cl)cc2)nc2ccccc21	-1	-4	12	22	-19	-3	-3	-1.2	-3
S=c1[nH]nc(-c2ccc(Cl)cc2)n1/N=C/C=C/c1ccco1	45*	1	1	36	51*	-3	0	-1.3	-6
N#Cc1ccc(OCC(=O)Nc2ccncc2)cc1	20	10	7	0	20	1	2	0.9	-20
COC(=O)C1=C(C)N(Cc2ccccc2)C(=NCCc2c[nH]c3ccccc23)N[C@H]1c1ccccc1	3	2	12	7	7	0	-5	3.8	55*
COc1ccc(NS(=O)(=O)c2cc(C(=O)N3CCN(C/C=C/c4ccccc4)CC3)ccc2C)cc1	-3	-4	11	0	0	-2	-5	0.7	18
Cc1ccc(C2(C)NC(=O)N(CC(=O)c3ccc(Cl)s3)C2=O)cc1 (centres undefined)	1	-1	4	5	12	5	-17	2.0	31
COc1ccc(C2=NN(C(=O)c3cccnc3)C(c3ccccc3)C2)cc1 (centres undefined)	3	2	21	-9	35	-3	0	0.4	20
O=C(c1ccco1)N1CCN(C(c2coc3ccc(Cl)cc3c2=O)c2nnnn2C2CCCC2)CC1 (centres undefined)	16	-5	4	6	18	3	-3	1.6	50*
CN1CCN(c2nc(-c3cccnc3)nc3scc(-c4ccccc4)c23)CC1	11	8	18	10	16	-2	-2	1.1	8
CC(C)=CCCC1=CCC(/C=N/NC(N)=O)C(C)C1 (centres undefined)	-8	-3	38	9	18	0	-8	1.6	11
COC(=O)CN(Cc1ccco1)S(=O)(=O)c1ccccc1	5	-2	-43	11	9	0	3	0.4	9
COc1ccccc1N1CC(C)C(=O)NC1=S (centres undefined)	16	0	-1	-4	8	-2	0	-0.6	3
CC(C)CC(=O)Nc1ccnn1C1CCN(C(=O)c2ccccc2F)CC1	20	-1	4	-4	-2	-6	2	2.8	-5
C[C@@H](C(=O)O)[C@@H]1C[C@@]1(C)[C@@H](NC(=O)OCc1ccccc1)c1ccccc1	0	1	18	11	14	-4	-2	-0.3	16
CCCS(=O)(=O)N1CCCC(C(=O)N2CCC(Cc3ccccc3)CC2)C1 (centres undefined)	15	1	6	22	13	-4	3	-1.9	29
Cc1cc2oc3ccc(NCCCN4CCOCC4)cc3c(=O)c2cc1C	31	6	22	23	22	5	0	3.9	-26
COc1ccc(C2CC(=O)C=C(NCc3ccccc3)C2)cc1 (centres undefined)	8	-1	20	2	10	-1	-1	-0.1	36
Cc1ccc(S(=O)(=O)NC(=NC(C)C)c2ccccc2)cc1	9	-3	22	7	3	-1	-1	-0.4	-7
COC(=O)C1=C(C)NC(C)=C(C(=O)OCC2CCCO2)C1c1cccc(Br)c1 (centres undefined)	28	-3	12	-1	30	2	-5	-0.6	12
COc1cccc(N2CC(NS(=O)(=O)c3ccc4ccccc4c3)CC2=O)c1 (centres undefined)	5	-5	18	-10	19	-2	.	-0.6	17
CSc1nc(Cl)c(Cc2ccc(OC(C)C)cc2)c(N2CCOCC2)n1	22	-2	8	11	13	-4	2	-3.1	21
O=C(Nc1cc(F)ccc1F)c1ccc(-n2cncn2)c([N+](=O)[O-])c1	-3	0	-4	-8	1	17	-4	-1.5	-20
CCCN1CCC(N2CCN(c3cccc(C(F)(F)F)c3)CC2)CC1	2	-2	20	3	-41	1	-3	0.5	3
COc1cc(C)c(C)cc1S(=O)(=O)N1CCN(Cc2ccccc2)CC1	34	1	11	29	38	1	-1	-0.9	-4
Cc1ccc(C(=O)C2=C(O)C(=O)N(Cc3cccnc3)C2c2cccc([N+](=O)[O-])c2)o1 (centres undefined)	-22	-3	9	-18	-9	-8	1	-1.8	17
Cc1ccc(S(=O)(=O)Oc2ccc(/C=C(/NC(=O)c3ccccc3)C(=O)NCCCC(=O)O)cc2)cc1	3	-4	19	-5	4	-3	-2	-0.7	1
Cc1c(NC(=O)c2cccs2)cccc1-c1nc2ccccc2s1	32	0	7	37	50	4	-11	1.5	15

Six compounds picked at random from those above:
SMILES	tim10-1 inh	XBP1 UPR activ	NLRP3 yeast inh	TIM10 inh	tim23-1 inh	APJ ag	GRIN3A LBD mod	CHOP UPR activ	Mdm2 MdmX PPI
COc1cccc(N2CC(NS(=O)(=O)c3ccc4ccccc4c3)CC2=O)c1 (centres undefined)	5	-5	18	-10	19	-2	.	-0.6	17
Cc1ccc(S(=O)(=O)Oc2ccc(/C=C(/NC(=O)c3ccccc3)C(=O)NCCCC(=O)O)cc2)cc1	3	-4	19	-5	4	-3	-2	-0.7	1
Cc1cc2oc3ccc(NCCCN4CCOCC4)cc3c(=O)c2cc1C	31	6	22	23	22	5	0	3.9	-26
COc1cc(C)c(C)cc1S(=O)(=O)N1CCN(Cc2ccccc2)CC1	34	1	11	29	38	1	-1	-0.9	-4
COC(=O)C1=C(C)NC(C)=C(C(=O)OCC2CCCO2)C1c1cccc(Br)c1 (centres undefined)	28	-3	12	-1	30	2	-5	-0.6	12
CCCN1CCC(N2CCN(c3cccc(C(F)(F)F)c3)CC2)CC1	2	-2	20	3	-41	1	-3	0.5	3

(continued)
SMILES	tim10-1 inh	XBP1 UPR activ	NLRP3 yeast inh	TIM10 inh	tim23-1 inh	APJ ag	GRIN3A LBD mod	CHOP UPR activ	Mdm2 MdmX PPI
CCOc1ccc(N2C(=O)Nc3ccccc3C2(O)C(=O)N2CCN(c3ccccn3)CC2)cc1 (centres undefined)	8	1	11	-2	17	0	4	1.5	0
Cc1ccc(Cn2ccc(NC(=O)c3cc(-c4cccc(Cl)c4)on3)n2)cc1	6	1	-2	7	-6	-4	-1	-2.5	55*
CNc1nc(N)c([N+](=O)[O-])c(NCc2ccccc2)n1	-17	12	8	-10	-2	-3	-2	0.4	10
CC[C@]12c3[nH]c4ccc(Cl)cc4c3CCN1C(=O)[C@@H](CC(=O)NC/C=C(\C)CCC=C(C)C)C[C@@H]2C(=O)N1CCN(C(=O)C2CC2)CC1	13	21	.	3	37	.	2	15	70*
CC(=O)O[C@H]1CC[C@@]2(C)[C@@H](CC[C@H]3[C@@H]4CC[C@H](C(C)O)[C@@]4(C)CC(=O)[C@@H]32)C1 (some centres undefined)	13	4	17	23	20	1	2	-0.1	14
C[C@H](N)c1nnc(SCc2c(Cl)cccc2Cl)o1	10	-3	5	18	19	-3	-1	0.0	0
